Bioassay records: PubChem BioAssay, several laboratories
KKLEB cytotox = cytotoxicity in KKLEB CF airway cells, primary screen, cytotoxicity control for CF NF-kB inhibitor project, cell-based, uHTS, fluorescence assay plates; AID 602141, 2011; activity change (cytotoxicity), % at 5 µM; 360,000 tested, 0.36% active; KKLEB CF airway cells viability, ATPlite luminescence, overnight; stronger effect = lower value; cells stimulated with P. aeruginosa culture filtrate;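 active = corrected activity change at or below -50% at 5 µM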
Peg3 promoter = Peg3 promoter-driven luciferase inhibitors, primary screen, cell-based, HeLa, luciferase luminescence | 360,000 tested, 1.7% active | HeLa PEG-Prom luciferase reporter, overnight | inhibition, % at 20 µM;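 active = inhibition of at least 50% at 20 µM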
Shn3 inh set2 = reduction of Shn3 3'UTR firefly luciferase signal, primary screen, Schnurri-3 inhibitor project, cell-based, Clone20 osteoblasts, set 2; Clone20 osteoblast Shn3 3'UTR firefly luciferase, 24 h; inhibition, % at 12.5 µM; 360,000 tested, 0.52% active;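 active = mean inhibition of at least 75% with every replicate also reaching 75%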;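 note: 0% = median of neutral control wells and 100% = pilot-screen positive control compound; some compounds past the cut are filed as inactive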
NR2E3 ag-1 = NR2E3 agonists in two-hybrid cells, primary screen, cell-based, luminescence, CHO-S, Gal4-NCOR/VP16-NR2E3. luciferase. inhibition of corepressor binding, % at 3.98 µM. 360,000 tested, 0.35% active. AID 602229, 2012;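 active = inhibition above the mean of all tested compounds plus 3 SD, cut at about 70% in these data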;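 note: 0% = DMSO with NR2E3 transfected cells and 100% = cells lacking NR2E3 construct; higher means lower luciferase signal from less NR2E3 corepressor binding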
Target sequence (Q9Y5X4 whole entry, looked up, the tested form may be a part): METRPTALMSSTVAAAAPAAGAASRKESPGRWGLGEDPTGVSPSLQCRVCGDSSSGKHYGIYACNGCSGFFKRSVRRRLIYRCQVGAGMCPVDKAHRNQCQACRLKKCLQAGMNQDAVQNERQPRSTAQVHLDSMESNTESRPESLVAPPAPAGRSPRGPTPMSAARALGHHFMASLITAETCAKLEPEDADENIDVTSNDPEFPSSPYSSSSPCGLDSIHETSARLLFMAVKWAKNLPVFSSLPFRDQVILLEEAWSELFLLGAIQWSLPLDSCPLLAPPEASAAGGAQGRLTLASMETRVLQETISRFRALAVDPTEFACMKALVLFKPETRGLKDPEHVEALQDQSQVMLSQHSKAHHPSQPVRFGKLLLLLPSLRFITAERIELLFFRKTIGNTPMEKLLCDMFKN
iPSC survival up = enhancers of single-cell hiPSC survival, primary screen, ATPlite luminescence. 360,000 tested, 0.044% active. AID 602274, 2012. 100% = ROCK inhibitor wells, 0% = DMSO. survival enhancement, % at 20 µM; in the data active = survival enhancement above about 18%;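 note: cells exposed to compounds for 16 hours before the ATP read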
TRAIL sens C8 = viability loss with TRAIL in NB7+C8 cells, primary screen, TRAIL sensitizer project, cell-based, ATPlite luminescence. AID 624354, 2012. 360,000 tested, 1% active. inhibition (viability loss, TRAIL sensitization), % at 10 µM;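 active = compounds causing at least 50% loss of cell viability in the single-dose screen, relative to plate controls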
CF NFkB inh = inhibitors of PAF-induced NF-kB signaling, primary screen, cell-based, GFP fluorescence, uHTS | KKLEB NF-kB-GFP reporter, GFP fluorescence overnight | inhibition, % at 5 µM | 360,000 tested, 0.86% active | AID 588850, 2011;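 active = at least 50% inhibition at 5 µM, scaled per plate between neutral and stimulator controls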;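 note: PAF is a Pseudomonas aeruginosa culture filtrate used as stimulus; plate controls were PAF-stimulated DMSO wells for no effect and unstimulated DMSO wells for full effect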
LMP1 NFkB inh = EBV LMP1-driven NF-kappaB luciferase reporter inhibitors, primary screen, cell-based, luminescence, single point; LMP1-induced NF-kappaB luciferase reporter cells; inhibition, % at 12.5 µM; 350,000 tested, 0.69% active; in the data active = inhibition above about 41%;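 note: 0% = neutral control wells and 100% = reference inhibitor control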
HIF-2a inh = HIF-2a reporter inhibitors, primary screen, luminescence, 786-0 RCC cells; 786-0 RCC cells HIF-2a reporter, luciferase luminescence, overnight; inhibition, % at 18.8 µM; 360,000 tested, 0.72% active; AID 624352, 2012;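 active = inhibition of the luminescence signal of 40% or more relative to plate controls, in a single-dose primary screen at 18.75 µM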
NR2E3 ag-2 = inhibitors of NR2E3-RetCOR corepressor binding, primary screen, NR2E3 agonist project, biochemical, TR-FRET, GST-NR2E3, biotin-RetCOR. AID 2300, 2010. 1536-well. 320,000 tested, 0.12% active. inhibition of corepressor binding, % at 4.78 µM. Photoreceptor-specific nuclear receptor (Homo sapiens), Q9Y5X4;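 active = percent inhibition above the cutoff of mean plus 3 SD of all tested compounds, set per screening campaign, cut at about 20% in these data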;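 note: 0% = DMSO wells and 100% = biotin wells as full block of FRET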
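System: GST-NR2E3 and biotin-RetCOR proteins; probe or stimulus: 7 nM biotin-RetCOR; doses: compound at 4.8 µM, single dose; schedule: Compound–protein incubation for 5 h at 4 °C; detection: time-resolved FRET; read-out: percent inhibition; controls: biotin wells as high control, 0.6% DMSO wells as low control; format: 1536-well plates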
MITF TRPM1 inh = inhibitors of MITF-dependent TRPM1 promoter reporter, primary screen, cell-based, SK-MEL-5, single point, luciferase; SK-MEL-5 TRPM1 promoter luciferase, 24 h; 330,000 tested, 0.83% active; AID 488899, 2010; inhibition, % at 12.5 µM;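 active = mean inhibition across replicates of 60% or more, whatever share of single replicates reaches that level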; note: values of inactives mirror those of a sister screen read the other way
The depositor's hits bear a star; x = not tested or not shown.

SMILES	KKLEB cytotox	Peg3 promoter	Shn3 inh set2	NR2E3 ag-1	iPSC survival up	TRAIL sens C8	CF NFkB inh	LMP1 NFkB inh	HIF-2a inh	NR2E3 ag-2	MITF TRPM1 inh
CCOC(=O)C1=CCN(S(=O)(=O)c2ccccc2Br)C1c1cccc(Cl)c1 (configuration not stated)	-21	44	4	-16	-0.5	-8	44	x	13	x	x
COCC(=O)N(Cc1ccco1)c1nnc(C2CCOC2)s1 (configuration not stated)	-2	-6	-8	-12	-2.7	5	12	-5	10	2	-2
CC(C)(C)OC(=O)N[C@@H](C(=O)OC(C)(C)C)c1ccc2ccccc2c1	-3	0	8	-16	-0.2	6	1	-6	8	3	0
O=C(NC1=NCCS1)C12CC3CC(CC(C3)C1)C2	2	-12	-1	-14	-0.2	0	18	-13	18	0	5
CCNC(=S)N/N=C(\C)c1cccc(C(F)(F)F)c1	6	-9	-1	-14	0.4	1	0	3	-29	0	-3
COc1ccc(OCc2nnc3n2N=C(c2ccc(Br)cc2)CS3)cc1	-4	13	-7	-30	-0.2	-1	8	4	-3	3	-11
CCCc1nc(SCC(=O)Nc2cc(C)on2)c2ccccc2n1	-19	32	-24	22	0.2	8	17	1	26	1	5
CN(CC(=O)Nc1cccc(F)c1)C(=O)c1ccc2c(c1)S(=O)(=O)N=C1CCCCCN12	5	-2	9	-25	1.9	-19	-7	-3	3	0	-2
O=C(Cn1ncc2c3ccccc3n(Cc3ccccc3)c2c1=O)NCCCN1CCOCC1	-4	-3	7	-10	-0.6	4	-1	-11	3	3	-15
O=C(CNC(=O)c1cccs1)N=Nc1c(O)[nH]c2ccc([N+](=O)[O-])cc12	12	6	13	4	-0.3	-28	-17	1	10	-3	11
O=C(CSc1oc(-c2cccs2)nc1S(=O)(=O)c1ccc(F)cc1)NCC1CCCO1 (configuration not stated)	23	1	2	-12	0.3	-2	-13	6	13	0	9
CCCCC[C@H](O)/C=C/[C@H]1CCC(=O)[C@@H]1CCCCCCC(=O)N1CCCCC1CO (some centres not stated)	4	63*	28	15	1.2	37	37	10	2	-1	13
Cc1ccc([C@@H]2CC(=O)[C@@H]3CN(S(=O)(=O)c4ccc(C)cc4)[C@H](c4ccccc4)C[C@@H]3N2S(=O)(=O)c2ccc(Cl)cc2)cc1	-2	13	2	-28	0.1	-10	2	-13	9	x	x
CCOC(=O)[C@H]1[C@H]2COc3ccc(Br)cc3[C@H]2N2C(=O)CN(CCc3c[nH]c4ccccc34)C(=O)[C@@]12C	-2	18	-4	-1	0.0	-5	6	-6	20	x	0
COc1ccc(CC(=O)NNS(=O)(=O)c2ccccc2[N+](=O)[O-])cc1OC	-2	-33	12	5	4.0	4	9	-14	-8	3	6
Cc1ccccc1-n1nc2c(c1NC(=O)C1CC1)CS(=O)(=O)C2	2	5	-17	14	-1.0	4	-2	-1	1	x	x
CCC1(C)COC(C)(CC(=O)NNC(=O)Nc2ccccc2)OC1 (configuration not stated)	-6	-8	-2	-19	-0.3	-3	-4	4	8	1	-9
O=c1nc(N2CCCCCC2)nc(N2CCCCCC2)[nH]1	6	14	7	-26	12	0	1	-1	20	-6	7
CC(OC(=O)c1nsc(Cl)c1Cl)C(=O)NC1CCCCC1 (configuration not stated)	3	3	19	-3	-0.4	9	-7	-3	9	0	-2
CCOc1cc(N2CCOCC2)c(OCC)cc1NC(=O)C1CC(=O)N(c2ccccc2OCC)C1 (configuration not stated)	-19	5	10	5	-0.1	-4	-5	9	-2	4	13
O=C(NC1CC1)c1cc(Cl)nc2ccccc12	9	13	0	19	-0.1	-15	9	-2	8	x	-2
Cc1cccc(Nc2ccccc2C(=O)O)c1C	-19	-11	-2	-10	-0.2	-7	-3	-6	-3	5	6
COc1cc(/C=N/NS(=O)(=O)c2ccc3ccccc3c2)ccc1OCCN1CCOCC1	2	22	-9	-12	-0.6	-3	2	-5	-23	-3	12
CCOc1cc(CNCCc2ccc(S(N)(=O)=O)cc2)ccc1OCC(=O)NC(C)(C)C	4	20	7	-9	-1.9	1	3	-14	12	-1	-7
Cc1cccc2c3c([nH]c12)CCNC3	3	31	-13	7	-0.6	0	2	-1	10	-1	10
CCOC(=O)C(=CNc1ccc(Oc2cccnc2)nc1)C(=O)OCC	4	3	-20	-25	-0.3	13	-8	4	-2	1	13
Cc1ccc(C(Sc2ccccc2)C(Cn2cncn2)C(=O)c2ccccc2)cc1 (configuration not stated)	-1	16	7	-26	-1.3	-13	-13	-2	16	-3	6
Nc1c(C(=O)NCc2ccco2)sc2nc(N3CCOCC3)c3c(c12)CCCC3	-37	-5	-5	14	2.7	5	25	2	-17	12	5
O=C(Nc1nnc(CCOCCOCCc2nnc(NC(=O)c3ccco3)s2)s1)c1ccco1	-13	5	17	-10	-0.7	-13	10	-25	-15	-3	-10
O=C(CSc1n[nH]c(-c2ccccc2)n1)NC1CCCCC1	2	11	-3	22	0.0	-8	12	-3	-6	0	-1
Cc1nn(-c2ccccc2)c(Cl)c1/C=N/Nc1nnc(C)c(=O)[nH]1	5	-172	-1	-21	0.4	8	-2	-24	-99	3	-34
Cn1c(=O)n(C)c2cc3[nH]cnc3cc21	-5	8	-14	-30	0.5	-12	-10	-12	6	-1	8
COc1ccc(CC(=O)OCC(=O)Nc2ccc(Cl)c(S(=O)(=O)N(C)C)c2)cc1	-11	0	-6	-14	-0.4	-2	-4	9	7	1	2
COc1ccc(CCNC(=O)COc2cc(O)c3c(c2)OC(C)(C)CC3=O)cc1	8	12	10	12	-0.9	10	-10	-3	2	2	x
COC(=O)c1ccc(C(=S)N2CCCCC2)cc1	7	-1	-3	-26	-0.7	1	-13	6	7	0	3
Cc1nc2c(Cl)c(C)nn2c2c1CCC2	-7	29	5	-13	-0.7	13	5	0	12	1	-12
C=CCNC(=O)c1ccccc1NC(=O)c1ccccc1SC	-3	-1	1	-3	0.1	11	6	-8	0	-1	15
Cn1sc(=O)c2cc(S(=O)(=O)NC3CC3)ccc21	1	9	-4	7	-0.4	-8	-19	x	18	1	x
COc1cccc(CNC(=O)CSc2nc(=O)n(Cc3ccncc3)c3c2CCC3)c1	-8	2	-3	-10	-0.4	-27	3	2	5	1	0
CC1(C)CC(NC(=O)c2sc3cc(Cl)ccc3c2Cl)CC(C)(C)N1	-13	91*	32	2	-3.2	12	5	-14	-48	-3	-8
CCCCN(CCO)CCCC	8	-3	-19	-18	-1.5	-8	-7	-3	21	2	2
O=C(Nc1ccc(Cl)cc1)N1CC=CCC1	3	-186	-21	-100	-2.9	0	-2	5	-174	-1	-62
CC1=CC(C)(C)N2C(=O)C3(C(C#N)=C(N)Oc4cc(C)oc(=O)c43)c3cc(C)cc1c32 (configuration not stated)	-5	-51	-6	-3	0.5	-6	17	2	17	2	9
Cc1ccc(N(c2ncnc(N)c2[N+](=O)[O-])C2CCCCC2)cc1	-1	11	-1	-42	1.8	-3	34	3	24	0	-8
N#Cc1ccccc1CSc1nc(N)cc(N)n1	-5	11	-4	1	0.4	-6	-11	1	7	x	1
Cc1cc(NC(=O)CCC(=O)N(Cc2ccco2)C(C(=O)NC2CCCC2)c2ccccc2F)no1 (configuration not stated)	-8	17	4	-5	0.1	8	3	2	11	3	3
Cc1nc2c(-c3ccccc3)c(C)nn2c(N)c1-c1ccccc1	-24	-295	-2	-142	-3.4	44	4	-56	-256	4	-86
COCCN1CC(C(=O)N2CCC(Oc3ccccc3OC)CC2)CCC1=O (configuration not stated)	4	-4	-14	-9	-0.2	1	-3	-2	-8	-1	0
O=C(CCCC(=O)Nc1cccc(Br)c1)N/N=C/c1cc([N+](=O)[O-])ccc1O	-12	49	-5	-38	-0.2	2	35	8	11	1	-7
CC(=O)Nc1ccc(C(=O)OCC(=O)c2ccc(F)cc2)cc1	-1	-48	1	-42	3.7	-5	14	-2	-70	0	-16
COc1ccc(C)cc1S(=O)(=O)N1CCN(C(=O)c2ncoc2-c2ccccc2F)CC1	-2	10	8	3	0.3	-35	-3	-9	13	3	9
COc1ccccc1CNC(=O)COC(=O)CCN=C1NS(=O)(=O)c2ccccc21	6	9	-5	-23	0.2	-17	-2	1	12	0	-3
Cn1c(=O)c2[nH]c(NN=Cc3ccc(F)cc3)nc2n(C)c1=O	4	-61	-41	-15	-3.2	13	5	-5	-76	x	-12
Clc1ccc(N2O[C@H]3C=C[C@@H]2C3)nc1	0	-16	-22	-41	-1.1	11	-3	x	-59	x	x
CC(C)C(=O)NCc1cc(-c2ccc(Cl)cc2)no1	-4	-27	-36	-20	-1.8	-9	2	-16	-52	-1	-12
CCOC(=O)c1cnc2ccc(OC)cc2c1NCCc1ccc(OC)c(OC)c1	-2	18	79	-22	-0.2	19	-44	1	24	0	14
COC(=O)c1ccc(NC(=O)CSc2nc(=O)cc(N)n2-c2ccccc2)cc1	-4	5	-20	8	9.8	0	10	-1	12	3	-4
COc1cccc(C2=CC(=O)CC(c3ccco3)C2)c1 (configuration not stated)	-5	-25	-4	-53	0.3	-17	4	-13	-37	0	-11
CN(C)CCC(O)(c1ccccc1)c1ccccc1Cl (configuration not stated)	22	5	15	2	-0.8	22	-18	-1	-11	x	-7
Cc1c(NC(=O)c2ccc(N(Cc3ccccc3)S(C)(=O)=O)cc2)c(=O)n(-c2ccccc2)n1C	8	21	-8	6	0.3	0	0	3	8	2	-5
COc1ccc(CCNCc2csc3nc4ccccc4n23)cc1OC	1	7	71	38	-1.1	2	11	25	4	2	21
O=C(NCc1ccc2c(c1)OCO2)c1ccc(C2SCC(=O)N2Cc2ccco2)cc1 (configuration not stated)	4	12	66	-10	-0.9	4	-13	9	11	-1	2

Profiles as entered above. Order of screens: KKLEB cytotox	Peg3 promoter	Shn3 inh set2	NR2E3 ag-1	iPSC survival up	TRAIL sens C8	CF NFkB inh	LMP1 NFkB inh	HIF-2a inh	NR2E3 ag-2	MITF TRPM1 inh
`CCNC(=S)N/N=C(\C)c1cccc(C(F)(F)F)c1` across the screens: 6	-9	-1	-14	0.4	1	0	3	-29	0	-3
`COc1ccc(CC(=O)OCC(=O)Nc2ccc(Cl)c(S(=O)(=O)N(C)C)c2)cc1` across the screens: -11	0	-6	-14	-0.4	-2	-4	9	7	1	2

These rows are one share of the data, so the mix of outcomes need not match the whole.
